From PubChem BioAssay
FUS yeast rescue: FUS proteinopathy suppression in yeast; S. cerevisiae FUS-expressing, growth rescue, OD600, 24 h; Potency, µM (highest dose often 76.6 µM), for the others: at the highest dose growth rescue (activation), hits mostly activators; actives 0.24% (n = 390,000); AID 1347120;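 further: plate controls were DMSO vehicle for no effect and reference control for full effect; nearly all actives have a fitted effect of over 55% in size; some results filed as inactive show a strong effect at the top dose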
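Absorbance at 600 nm, taken 24hr after compound addition, measured rescue of FUS-yeast growth at 30C. Induction used 2% galactose with seeding at OD 0.005. Controls: CP55940 from 92uM final, DMSO only.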
EPAC2 antag: antagonists of human EPAC2; Q8WZA2; EPAC2 GEF exchange of Rap1B-BODIPY-GDP, fluorescence; Potency, µM (top dose mostly 114 µM), for inactives: at the highest dose activity, negative = inhibition, usual class: inhibitors; actives 0.18% (n = 360,000); further: on the % scale 0 is the no-effect control and ±100 the full control effect; nearly all actives have a fitted effect of over 45% in size; many of its hits are not listed in these tables
aSyn yeast inh: rescues yeast growth from alpha-synuclein toxicity | Yeast expressing alpha-synuclein, growth rescue, BacTiter-Glo, 24 h | Potency, µM (doses to about 46.1 µM), for inactives: top-dose growth rescue (activation), actives largely listed as activators | actives 0.14% (n = 370,000) | AID 652106; further: % of control where 0% means no effect; nearly all actives have a fitted effect of over 65% in size
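Readout is rescue of growth in alpha-synuclein-expressing yeast, so inhibitors of toxicity appear as activators. Growth after 24 hr at 30 deg C in galactose medium is quantified by luminescence.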
EPAC1 antag: EPAC1 (human) antagonism; Potency, µM (highest dose often 115 µM), for the others: top-dose activity change, negative = inhibition, actives largely listed as inhibitors; AID 720709; EPAC1 GEF assay, Rap1b-BODIPY-GDP exchange fluorescence; O95398; actives 0.14% (n = 360,000);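 further: plate controls were vehicle for no effect and positive control for full effect; nearly all actives have a fitted effect of over 50% in size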
EPAC1 ag: activates human EPAC1 exchange factor; O95398; EPAC1 agonist qHTS, biochemical assay; response scale: 100% = response to 6.5 mM cAMP; Potency, µM (series often up to 154 µM), for inactives: at the top dose activation, hits mostly activators; actives 0.073% (n = 360,000); further: nearly all actives have a fitted effect of over 60% in size
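Read-out is the fluorescence drop as BODIPY-GDP leaves Rap1B (480 nm excitation, 540 nm emission), recorded every 5 minutes over 30 minutes. Reactions held 100 nM EPAC1, 250 nM Rap1B–BODIPY-GDP and 50 uM GDP, with 6.5 mM cAMP setting full activation.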
EPAC2 agonist: agonists of human EPAC2 (RAPGEF4). Potency, µM (doses to about 154 µM), for the others: at the highest dose activation, actives largely listed as activators. EPAC2 activation, biochemical qHTS; response scale: 100% = 6.5 mM cAMP response. AID 720711. actives 0.079% (n = 360,000); further: nearly all actives have a fitted effect of over 50% in size
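Compounds were added across a concentration range to EPAC2 (100 nM), RAP1B-BODIPY-GDP (250 nM) and GDP (50 uM). After 5 min at room temperature, fluorescence was recorded at 5-min intervals for 30 min.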
TDP-43 yeast inh: TDP-43 toxicity inhibition in yeast | TDP-43 expressing yeast growth rescue, BacTiter-Glo, 24 h | Potency, µM (doses to about 46.1 µM), inactives show at the highest dose growth rescue (activation), most hits filed as activators | actives 1.8% (n = 410,000); further: % of control where 0% means no effect; nearly all actives have a fitted effect of over 50% in size
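Yeast cells expressing TDP-43 under galactose induction are exposed to compounds for 24 hr at 30 deg C. BacTiter-Glo luminescence measures growth, so protective compounds score as activators.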
PTHR1 ag: PTHR1 (human) receptor agonism; HEK293 GP2 PTHR1 cells, GloSensor cAMP luminescence, 1 h; AID 743266; Q03431; Potency, µM (top dose mostly 115 µM), for inactives: at the highest dose activation, most hits filed as activators; actives 0.075% (n = 410,000); further: nearly all actives have a fitted effect of over 55% in size; some results filed as inactive show a strong effect at the top dose; inactives centre near -15; many of its hits are not listed in these tables
Target sequence (Q03431 whole entry, looked up): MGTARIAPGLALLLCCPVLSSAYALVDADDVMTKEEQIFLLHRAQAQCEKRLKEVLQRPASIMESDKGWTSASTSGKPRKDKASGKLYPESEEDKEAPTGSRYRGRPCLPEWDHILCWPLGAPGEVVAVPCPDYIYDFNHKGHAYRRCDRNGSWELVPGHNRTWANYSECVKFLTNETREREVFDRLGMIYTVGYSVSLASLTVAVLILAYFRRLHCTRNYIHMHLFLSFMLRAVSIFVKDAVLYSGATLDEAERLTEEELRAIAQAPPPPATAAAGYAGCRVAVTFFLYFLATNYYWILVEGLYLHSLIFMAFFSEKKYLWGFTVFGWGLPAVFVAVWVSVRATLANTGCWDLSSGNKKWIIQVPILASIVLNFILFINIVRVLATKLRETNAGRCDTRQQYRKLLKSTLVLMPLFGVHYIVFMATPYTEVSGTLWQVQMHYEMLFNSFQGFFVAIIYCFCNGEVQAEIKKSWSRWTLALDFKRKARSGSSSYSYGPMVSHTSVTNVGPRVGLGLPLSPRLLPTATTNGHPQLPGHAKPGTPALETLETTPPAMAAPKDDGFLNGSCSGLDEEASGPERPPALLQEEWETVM
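HEK-293-derived GP2 cells expressing PTHR1 and a GloSensor cAMP reporter, 3,000/well, plated overnight, given luciferin plus IBMX (each 0.5 mM as added) for 1 h at 37 °C, then compound for 1 h at 37 °C. Luminescence was read after 15 min at room temperature.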
Numbers without * were called inactive; i = inactive; ? = inconclusive; . = not tested or not shown; [ ] = dose if it differs, or a comment. The call rests on the fitted dose curve; in most records, active means well fitted curve in the direction sought with a large enough effect; inconclusive means small, poorly fitted or top-dose-only effect, or another doubt; inactive means no such curve, though single readings can be large; an effect the other way counts as inactive or inconclusive. Potency means the concentration at half of the fitted maximal effect. Not all compounds are listed (hit frequency here may not be typical).

The first 2 entries, ahead of the listing:
SMILES	FUS yeast rescue	EPAC2 antag	aSyn yeast inh	EPAC1 antag	EPAC1 ag	EPAC2 agonist	TDP-43 yeast inh	PTHR1 ag
COC(=O)C1=C(NC(=O)C2CCCCC2)CCS1	.	-9%	-3%	-17%	0%	-16%	3%	i
Cc1csc(NC(=O)CCCC(=O)O)c1-c1nc2ccccc2s1	-2%	?	6%	-26%	6%	-2%	-6%	19%

The listing, previewed entries included:
SMILES	FUS yeast rescue	EPAC2 antag	aSyn yeast inh	EPAC1 antag	EPAC1 ag	EPAC2 agonist	TDP-43 yeast inh	PTHR1 ag
COC(=O)C1=C(NC(=O)C2CCCCC2)CCS1	.	-9%	-3%	-17%	0%	-16%	3%	i
Cc1csc(NC(=O)CCCC(=O)O)c1-c1nc2ccccc2s1	-2%	?	6%	-26%	6%	-2%	-6%	19%
CC(=O)N1CCN(C(=S)NCCc2ccccc2)CC1	-29%	14%	0%	-7%	-11%	10%	7%	i
Cc1cc(C(=O)NNC(=O)c2ccc(C(F)(F)F)cc2)no1	6%	1%	-2%	-18%	0%	13%	-18%	11%
O=C(CSc1cccc(C(F)(F)F)c1)NCc1ccccc1	15%	-13%	4%	-22%	-7%	0%	11µM*	-11%
O=C(O)c1cc(CN2CCOCC2)oc1-c1ccccc1	0%	8%	-2%	2%	0%	0%	13%	-22%
CCCCSCCCNC(=O)c1ccc2c(c1)N(CC)C(=O)c1ccccc1S2=O (centres undefined)	37%	-5%	6%	17%	4%	-1%	13%	29%
O=C(NCC1CCCO1)c1ccc(-c2cccc(C(F)(F)F)c2)o1 (centres undefined)	14%	5%	-6%	1%	-3%	4%	26%	-12%
Cc1ccc(CNC(=O)c2cccc3c2C(=O)c2ccc(N4CCCCC4)cc2S3(=O)=O)cc1	36%	309%[activator]	10%	320%[activator]	10µM*	56µM*	-32%[inhibitor]	-31%[inhibitor]
CC(CN1CCN(C)CC1)OC(=O)c1ccccc1 (centres undefined)	-2%	5%	-1%	5%	-3%	1%	-4%	-32%[57.5 µM]
CC(C)=NNc1nc2c(c(=O)[nH]c(=O)n2C)n1CCc1ccccc1	44%	-5%	-1%	4%	10%	7%	-21%	i
CCCN(C(=O)Cc1c(C(=O)O)n(C)c2ccccc12)c1cccc(C)c1	-1%	-2%	15%	-3%	0%	1%	?	-11%
O=C(NCCCCCCOC1=NS(=O)(=O)c2ccccc21)C(=O)Nc1ccccc1	0%	-1%	7%	6%	-1%	1%	4%	-6%
Cc1ccc(N2CCN(C(=O)c3cnn(-c4ccc(C)c(C)c4)c3C3CCNCC3)CC2)c(C)c1	13%	.	?	.	.	.	-6%	-1%
C[C@H]1CN([C@@H](C)CO)C(=O)c2cc(Br)cnc2O[C@H]1CN(C)C(=O)c1ccccn1	-21%	-6%	2%	-7%	17%	-6%	20%	-18%
CC(C)c1ccc(CC(=O)N2CCC2(C)C(=O)NS(=O)(=O)c2ccc(Cl)s2)cc1 (centres undefined)	-13%	-3%	3%	?	5%	-4%	6%	-36%[inhibitor]
O=C(CCc1ccc(F)c(F)c1)NC1CCCN(Cc2ccc(Cl)cc2)C1 (centres undefined)	12%	6%	0%	-10%	-4%	10%	-9%	i
COC(=O)Cc1ccc(N(Cc2ccccc2F)S(=O)(=O)c2ccc(Cl)cc2)cc1	4%	-4%	-6%	7%	-3%	3%	-20%	-9%
CCOc1ccc2oc(C(=O)N(CC)CC(=O)Nc3c(F)cccc3F)c(C)c2c1	24%	4%	-7%	-9%	9%	-6%	9%	i
COc1coc(C(O)CN)cc1=O (centres undefined)	31%	22%	1%	-13%	-11%	5%	0%[0.397 µM]	-31%[inhibitor]
COc1ccccc1CNC(=O)c1cc(-c2ccncc2)nc2c(Cl)cccc12	36%	-2%	-4%	-15%	3%	8%	9%	-16%
CCC(=O)N1CCc2cc(S(=O)(=O)NC(C(=O)NCc3ccccc3)C(C)C)ccc21 (centres undefined)	31%	-5%	-2%	-5%	-6%	-1%	-10%	-19%
O=C(NC(=S)NCC1CCCO1)c1ccc(Cl)cc1Cl (centres undefined)	.	9%	5%	-3%	0%	4%	25%	-6%
Nc1c2nc(-c3ccccc3)[nH]c(=O)c2nc(=O)n1-c1ccccc1	-21%	2%	-5%	3%	-2%	-1%	8%	i

Entries from the list above that have two or more sulfur atoms (3):
SMILES	FUS yeast rescue	EPAC2 antag	aSyn yeast inh	EPAC1 antag	EPAC1 ag	EPAC2 agonist	TDP-43 yeast inh	PTHR1 ag
Cc1csc(NC(=O)CCCC(=O)O)c1-c1nc2ccccc2s1	-2%	?	6%	-26%	6%	-2%	-6%	19%
CCCCSCCCNC(=O)c1ccc2c(c1)N(CC)C(=O)c1ccccc1S2=O (centres undefined)	37%	-5%	6%	17%	4%	-1%	13%	29%
CC(C)c1ccc(CC(=O)N2CCC2(C)C(=O)NS(=O)(=O)c2ccc(Cl)s2)cc1 (centres undefined)	-13%	-3%	3%	?	5%	-4%	6%	-36%[inhibitor]

Carrying on.
SMILES	FUS yeast rescue	EPAC2 antag	aSyn yeast inh	EPAC1 antag	EPAC1 ag	EPAC2 agonist	TDP-43 yeast inh	PTHR1 ag
O=C(Nc1ccc2c(c1)N(S(=O)(=O)c1cccs1)CCC2)c1c(F)cccc1F	-6%	7%	23%	9%	11%	7%	?	-11%
CCOc1ccc(OCc2ccc(C(=O)N3CCOCC3)cc2)cc1	7%	8%	.	-2%	3%	6%	14%	-4%
CCS(=O)(=O)c1ccc2c(c1)N(S(=O)(=O)c1cccs1)CC(C(=O)O)O2 (centres undefined)	13%	9%	-8%	14%	9%	10%	-20%	?
COC(=O)c1cccc(C(=O)Nc2cnc3ccccc3c2)n1	-14%	2%	1%	-6%	-8%	-2%	5%	-26%
CS(=O)(=O)N(CC(=O)O)c1cc(C(F)(F)F)ccc1Cl	-29%	21%	-12%	4%	-14%	5%	6%	0%
COc1ccc(C(CNC(=O)c2cc(S(=O)(=O)N3CCCC3)ccc2Cl)N2CCCC2)cc1 (centres undefined)	1%	-1%	-1%	-8%	5%	9%	12%	i
O=C(NNC(=O)c1sccc1-n1cccc1)c1ccccc1	-9%	5%	11%	-13%	-1%	-4%	-8%	i
COc1ccc(NC(=O)c2ccccc2NC(=O)c2ccco2)c(OC)c1	37%	-4%	-10%	0%	4%	-1%	-13%	-11%[57.5 µM]
c1ccc(OCc2nn3c(C4CCCCC4)nnc3s2)cc1	?	-6%	3%	-5%	3%	9%	19%	i
O=C(Nc1nnc([C@H]2C[C@H](O)[C@@H](CO)O2)s1)Nc1ccccc1F	-13%	9%	0%	-4%	-8%	3%	24%	-44%[inhibitor]
COc1ccc(C2(O)CCN(C(=O)c3ccc4c(c3)OCO4)CC2)cc1	6%	1%	-8%	8%	1%	1%	20%	i
O=C(OCC(=O)N1CCCC1)c1ccccc1C(=O)c1ccccc1	25%	-4%	-4%	-5%	-10%	8%	2%	-21%

By substructure: the compounds so far with an aryl methoxy group (5)
SMILES	FUS yeast rescue	EPAC2 antag	aSyn yeast inh	EPAC1 antag	EPAC1 ag	EPAC2 agonist	TDP-43 yeast inh	PTHR1 ag
COc1coc(C(O)CN)cc1=O (centres undefined)	31%	22%	1%	-13%	-11%	5%	0%[0.397 µM]	-31%[inhibitor]
COc1ccccc1CNC(=O)c1cc(-c2ccncc2)nc2c(Cl)cccc12	36%	-2%	-4%	-15%	3%	8%	9%	-16%
COc1ccc(C(CNC(=O)c2cc(S(=O)(=O)N3CCCC3)ccc2Cl)N2CCCC2)cc1 (centres undefined)	1%	-1%	-1%	-8%	5%	9%	12%	i
COc1ccc(NC(=O)c2ccccc2NC(=O)c2ccco2)c(OC)c1	37%	-4%	-10%	0%	4%	-1%	-13%	-11%[57.5 µM]
COc1ccc(C2(O)CCN(C(=O)c3ccc4c(c3)OCO4)CC2)cc1	6%	1%	-8%	8%	1%	1%	20%	i

Quoted at random: 2 entries already listed.
SMILES	FUS yeast rescue	EPAC2 antag	aSyn yeast inh	EPAC1 antag	EPAC1 ag	EPAC2 agonist	TDP-43 yeast inh	PTHR1 ag
O=C(OCC(=O)N1CCCC1)c1ccccc1C(=O)c1ccccc1	25%	-4%	-4%	-5%	-10%	8%	2%	-21%
O=C(NNC(=O)c1sccc1-n1cccc1)c1ccccc1	-9%	5%	11%	-13%	-1%	-4%	-8%	i

The list continues:
SMILES	FUS yeast rescue	EPAC2 antag	aSyn yeast inh	EPAC1 antag	EPAC1 ag	EPAC2 agonist	TDP-43 yeast inh	PTHR1 ag
O=C(CN(Cc1ccco1)C(=O)c1nsc(Cl)c1Cl)NC1CCCCC1	-8%	4%	-5%	-13%	-3%	3%	-6%	-12%
CN(Cc1cccc(-n2cccn2)c1)C(=O)CCc1nnc(C2CCCCC2)o1	3%	0%	5%	12%	-10%	-4%	26%	-18%
COc1ccc(NS(=O)(=O)c2cccc3nsnc23)cc1Cl	-6%	-20%	?	-16%	8%	10%	23%	-3%
COC(=O)c1sccc1NC(=O)Nc1ccc(C(C)=O)cc1	13%	7%	-12%	-22%	-2%	-6%	12%	-25%
NS(=O)(=O)c1ccc(NC(=S)NNC(=O)CCC(=O)Nc2ccccc2Cl)cc1	6%	3%	-1%	5%	8%	13%	14%	i
O=C(NCC(c1ccc(F)cc1)N1CCOCC1)c1ccco1 (centres undefined)	1%	11%	-1%	-6%	?	6%	15%	i
O=C(O)CCC1COc2ccccc2O1 (centres undefined)	5%	15%	9%	10%	2%	9%	-20%	i
COc1ccc(-c2oc3ncn(Cc4ccco4)c(=N)c3c2-c2ccc(OC)cc2)cc1	26%	0%	-16%	-2%	9%	3%	3%	i
Cc1[nH]nc(SCC(=O)NCc2ccc(Cl)cc2)c1[N+](=O)[O-]	.	14%	-6%	3%	-7%	-2%	-19%	i
CC(=O)Nc1cccc(C(=O)OC2CCOC2=O)c1 (centres undefined)	-12%	5%	0%	1%	-7%	5%	-12%	i
O=c1oc2cc(OCc3ccc([N+](=O)[O-])cc3)ccc2c2c1CCCC2	7%	5%	0%	-7%	-4%	0%	10%	-21%[57.5 µM]
CCN(CC)S(=O)(=O)c1ccc(C)c(NC(=O)COC(=O)CNC(=O)c2ccc(C(C)(C)C)cc2)c1	?	-21%	-3%	?	7%	-3%	-7%	-20%
